ASM inhibitor: Inhibitors of Secretory Acid Sphingomyelinase (S-ASM): qHTS | hit rate 0.006% among 340,000 | Sphingomyelin phosphodiesterase (Homo sapiens), P17405 | Potency, µM (highest dose often 57.5 µM), for inactives: top-dose activity change, negative = inhibition, hits mostly inhibitors | placental ASM, HMU-PC fluorogenic substrate, 60 min | AID 504937, 2011; also: potency is read from the fitted curve at half-maximal effect
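Fluorogenic HMU-PC substrate (9 uM final) is turned over by placental ASM in 60 min at 37 C after a 10 min compound preincubation. Reaction ended by alkaline stop (pH 10), with fluorescence read at 386/447 nm.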
uPA surface inh: qHTS for Inhibitors of Cell Surface uPA Generation; Potency, µM (titrated, usually from 38.3 µM), inactives show at the highest dose activity change, negative = inhibition, actives largely listed as inhibitors; cell surface uPA generation assay, qHTS; hit rate 0.31% among 330,000; AID 540303, 2011; active = well fitted inhibition curve with a large enough effect; inconclusive = small, poorly fitted or top-dose-only effect; inactive = no such curve, though single readings can be large or run the other way; tested in mouse RAW 264.7 cells; also: potency is read from the fitted curve at half-maximal effect; % is scaled to controls: 0 for no effect and ±100 for the full control effect; nearly all actives have a fitted effect of over 55% in size
Eya2 phos inh: qHTS Assay for Inhibitors of the Phosphatase Activity of Eya2 | recombinant Eya2, OMFP fluorescence dephosphorylation (OMFP is methylfluorescein phosphate) | Potency, µM (doses to about 76.9 µM), for the others: at the top dose activity, negative = inhibition, hits mostly inhibitors | AID 488837, 2010 | Protein phosphatase EYA2 (Homo sapiens), O00167 | hit rate 0.006% among 330,000; also: potency is read from the fitted curve at half-maximal effect; % is scaled to controls: 0 for no effect and ±100 for the full control effect
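Eya2 protein (added as 0.2 uM solution) was preincubated with compound for 10 min at ambient temperature in 50 mM HEPES pH 7.5, 50 mM NaCl, 5 uM MgCl2, 0.05% BSA, 1 mM DTT. OMFP (added at 50 uM) then reacted 10 min; fluorescence read at 485/525 nm.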
PTAP TSG101 blk: qHTS Assay for Iinhibitors of HIV-1 Budding by Blocking the Interaction of PTAP/TSG101. Tumor susceptibility gene 101 protein (Homo sapiens), Q99816. Fluorescence polarization, FITC-PTAP peptide / Tsg101 binding. Potency, µM (titrated, usually from 115 µM), without a hit: top-dose activity change, negative = inhibition, usual class: inhibitors. 340,000 tested, under 10 active; active = well fitted inhibition curve with a large enough effect in the main read-out, with a control signal flat, not every such curve was filed as active; inconclusive = small, poorly fitted or top-dose-only effect, or effect the other way, or a change in a side signal; inactive = no such curve, though single readings can be large or run the other way; also: potency is read from the fitted curve at half-maximal effect; % of control where 0% means no effect
Target sequence (Q99816 whole entry, looked up): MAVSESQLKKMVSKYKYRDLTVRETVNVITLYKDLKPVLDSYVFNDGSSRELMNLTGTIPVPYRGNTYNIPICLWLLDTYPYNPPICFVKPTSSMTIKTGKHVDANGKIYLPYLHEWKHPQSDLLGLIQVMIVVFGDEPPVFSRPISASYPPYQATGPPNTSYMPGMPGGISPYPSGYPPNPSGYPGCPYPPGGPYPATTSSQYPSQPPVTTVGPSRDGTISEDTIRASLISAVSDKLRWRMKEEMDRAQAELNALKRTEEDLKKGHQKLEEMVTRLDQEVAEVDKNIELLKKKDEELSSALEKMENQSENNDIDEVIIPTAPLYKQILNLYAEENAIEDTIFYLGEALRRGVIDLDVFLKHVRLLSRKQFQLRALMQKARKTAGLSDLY
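Fluorescence anisotropy tracks displacement of a FITC-tagged PTAP peptide (50 nM) from the Tsg101 binding domain (10 uM), following a 20 min room-temperature incubation at pH 7.5.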
BRCA1 expr up: qHTS Assay to Identify Small Molecule Activators of BRCA1 Expression. hit rate 1.1% among 380,000. MCF7-BRCA1-FFLuc reporter, luminescence, 48 h; response scale: scaled: vehicle 0%, 10 µM genistein 100%. AID 624202, 2012. Potency, µM (titrated, usually from 46.1 µM), without a hit: at the highest dose activation, most hits filed as activators; also: potency is read from the fitted curve at half-maximal effect; nearly all actives have a fitted effect of over 80% in size; some results filed as inactive show a strong effect at the top dose
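Compounds are tested at multiple concentrations on MCF7 BRCA1-luciferase reporter cells seeded at 2000 per well; after 48 h, a single luminescence end-point is taken and curves fitted to the normalized data.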
p53 reactivator: qHTS assay for re-activators of p53 using a Luc reporter. Potency, µM (titrated, usually from 92.2 µM), without a hit: top-dose activity change, positive = activation, hits mostly activators. hit rate 0.063% among 320,000. AID 504706, 2011. H1299 p53-A138V BP100-luciferase reporter, luminescence, 24 h; also: potency is read from the fitted curve at half-maximal effect; % of control where 0% means no effect; nearly all actives have a fitted effect of over 45% in size
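H1299 (p53-null), stable ts p53-A138V + BP100-Luc; 1000 cells/well, Opti-MEM/10% FBS; cpd 4 pt, 1:5; 24 h, 37 deg C, 5% CO2; detection reagent 10 min RT; luminescence.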
TRPV1 agonist: HTS Assay for Compounds that Act as Agonists of the Vanilloid Receptor 1; activation, % at 8.33 µM; TRPV1-expressing cells, Fluo-8 calcium influx, agonist mode; Transient receptor potential cation channel subfamily V member 1 (Homo sapiens), Q8NER1; hit rate 0.19% among 320,000; in the data active = activation above about 80%; inconclusive = between about 30% and that limit; also: 0% is about no effect
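TRPV1-expressing cells were cultured overnight at 35.5C and loaded with Fluo-8 calcium dye for 40 to 90 min at room temperature. After a 10 s baseline, compound was added and calcium influx was read kinetically for 3 min (ex 480/em 520 nm).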
ELG1 genotoxic: qHTS screen for small molecules that induce genotoxicity in human embryonic kidney (HEK293T) cells expressing luciferase-tagged ELG1 | Potency, µM (titrated, usually from 46 µM), for inactives: top-dose activity change, positive = activation, hits mostly activators | HEK293T ELG1-luciferase reporter, luminescence, 16 h | hit rate 1.3% among 330,000; also: potency is read from the fitted curve at half-maximal effect; % of control where 0% means no effect; nearly all actives have a fitted effect of over 60% in size
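Step 1: seed 2,000 HEK293T ELG1-luciferase cells per well. Step 2: add compound or DMSO, incubate 16 hr at 37 °C. Step 3: ONE-Glo, 30 min at room temperature, read luminescence.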
USP2a inh: qHTS Assay for Inhibitors of Ubiquitin-specific Protease USP2a Using CHOP2 as the Reporter; Ubiquitin carboxyl-terminal hydrolase 2 (Homo sapiens), O75604; Potency, µM (highest dose often 38.3 µM), for the others: top-dose activity change, negative = inhibition, actives largely listed as inhibitors; hit rate 0.01% among 330,000; USP2 core, Ub-CHOP2 coupled fluorogenic reporter, 485/531;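 also: potency is read from the fitted curve at half-maximal effect; plate controls were DMSO wells for no effect and full inhibition by NEM control for full effect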
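Cell-free coupled assay: 10nM USP2 core preincubated 30min RT with compound in Tris-HCl pH 8.0/CaCl2/CHAPS buffer, then 25nM Ub-CHOP2 and 25nM reporter substrate; fluorescence (Ex 485/Em 531) read after 60min RT, normalized to NEM inhibition, concentration-response curves fitted.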
a7 integrin act: qHTS for Activators of Integrin-Mediated Alleviation for Muscular Dystrophy; alpha7betagal myoblasts, beta-gal FDG fluorescence, 48 h; Potency, µM (doses to about 38.3 µM), inactives show top-dose activation, most hits filed as activators; hit rate 0.064% among 350,000; AID 624291, 2012;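 also: potency is read from the fitted curve at half-maximal effect; 100% = response of the positive control SU9516; nearly all actives have a fitted effect of over 60% in size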
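Alpha7betagal+/- myoblasts (passage 13) were plated 16-24 hr, then exposed to compounds (1:260 dilution of DMSO stock) for 48 hours at 37C. After MPER lysis, β-galactosidase reporter activity was read as FDG fluorescence (ex 480/em 540) after 30 minutes.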
B2AR arrestin: qHTS assay of beta-arrestin-biased ligands of beta2-adrenergic receptor | beta-arrestin recruitment to beta2AR, cell-based reporter | Potency, µM (doses to about 46.1 µM), for inactives: top-dose activation, usual class: activators | hit rate 0.02% among 330,000 | AID 492947, 2010;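 also: potency is read from the fitted curve at half-maximal effect; 0% = DMSO controls and full agonism = EC100 isoproterenol or metaproterenol; nearly all actives have a fitted effect of over 65% in size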
Target sequence (P07550 whole entry, looked up): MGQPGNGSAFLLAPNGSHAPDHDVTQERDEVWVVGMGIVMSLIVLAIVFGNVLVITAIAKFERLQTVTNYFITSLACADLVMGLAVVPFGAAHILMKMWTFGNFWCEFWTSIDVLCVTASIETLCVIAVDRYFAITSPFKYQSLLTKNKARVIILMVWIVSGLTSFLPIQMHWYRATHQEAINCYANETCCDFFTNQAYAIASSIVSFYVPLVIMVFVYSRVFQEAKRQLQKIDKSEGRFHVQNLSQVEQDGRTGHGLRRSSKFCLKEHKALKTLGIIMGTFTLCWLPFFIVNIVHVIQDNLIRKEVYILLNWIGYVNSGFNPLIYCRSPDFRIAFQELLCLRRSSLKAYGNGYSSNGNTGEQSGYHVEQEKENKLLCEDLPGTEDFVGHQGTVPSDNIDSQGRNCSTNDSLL
An asterisk follows results filed as active; ? = inconclusive; / = not tested or not shown; [ ] = remark or other dose. Unless noted, calls follow the shape of the dose curve; as a rule, active = well fitted curve in the direction sought with a large enough effect; inconclusive = small, poorly fitted or top-dose-only effect, or another doubt; inactive = no such curve, though single readings can be large; an effect the other way counts as inactive or inconclusive.

SMILES | ASM inhibitor | uPA surface inh | Eya2 phos inh | PTAP TSG101 blk | BRCA1 expr up | p53 reactivator | TRPV1 agonist | ELG1 genotoxic | USP2a inh | a7 integrin act | B2AR arrestin
CCCn1nnc(NC(=O)COc2ccc(Cl)cc2)n1 | -0.2% | 3.3% | / | -4.8% | 0.0% | / | 2.7 | / | / | -26.9% | /
Cc1ccc(S(=O)(=O)N2CCCC2C(=O)O)cc1 (configuration not stated) | -3.2% | 7.5% | 17.5% | -3.3% | -9.8% | 11.3% | 0.8 | -5.3% | 0.9% | -5.8% | 0.0%
CCOC(=O)C1=C(O)/C(=C/c2cc(OC)c(OC)c(OC)c2)SC1=Nc1ccc(OC)cc1 | -1.3% | -6.7% | -17.7% | -1.8% | -39.0% | 12.7% | 22.7 | 8.2% | 3.7% | 7.5% | -1.1%
Clc1ccc(-c2nnc(N3CCCC3)nn2)cc1 | -3.6% | 1.2% | -4.0% | -2.6% | 28.8% | / | 9.8 | ? | -0.5% | -10.0% | 0.1%
COc1ccc(C)cc1Nc1n[n+](-c2ccccc2)c(-c2cccc(Cl)c2Cl)s1 | -11.2% | ? | 1.0% | -3.9% | -57.7% | 6.9% | 3.1 | -4.6% | -1.9% | -22.1% | 0.4%
O=C1CN(C(=O)C2CC2)c2ccccc2N1 | 3.3% | 2.4% | -17.8% | -1.9% | 0.0% | 5.0% | -1.7 | 10.2% | 1.9% | -15.8% | -0.8%
CCOC(=O)C1(C)/C(=N/Nc2ccccc2OC)C(=O)C(=O)N1c1ccccc1 (configuration not stated) | -10.1% | 1.0% | 12.8% | -5.9% | -3.1% | 4.3% | 0.7 | -3.3% | 0.1% | -24.1% | 0.1%
O=C(N1CCN(c2ccccc2)CC1)C(F)(F)C(F)F | -0.8% | / | 21.0% | -6.9% | 11.1% | -3.2% | 7.2 | 1.1% | 2.2% | -11.0% | -0.8%
CCOC(=O)c1c(NC(=O)CN(C)C2CCN(C)CC2)sc(C(=O)Nc2ccccc2)c1C | -8.6% | -15.2% | -27.0% | -3.0% | 91.8% | 28.2% | 3.3 | 13.6% | 2.5% | -66.1%[inhibitor] | 0.2%
CCOc1ccc(NC(=O)[C@@H]2CCCN2C(=O)c2cccs2)cc1S(=O)(=O)N1CCOCC1 | 2.2% | -19.3% | -7.8% | -0.4% | 7.6% | -12.8% | -2.0 | 1.9% | -0.4% | 12.4% | -0.1%
CC(O)C(=O)N/N=C/c1cccc2ccccc12 (configuration not stated) | 0.7% | -1.7% | 3.5% | -3.6% | 46.4% | 16.7% | 1.3 | -0.6% | 0.5% | 7.3% | -1.5%
Cc1nc2ccccn2c1C(=O)NNC(=O)Nc1cccc(C(F)(F)F)c1 | -3.1% | 0.5% | 4.1% | -5.2% | -19.0% | -6.9% | -8.4 | -16.7% | -0.4% | 22.9% | 0.3%
CCN(CC)S(=O)(=O)c1cccc(NC(=O)COC(=O)c2cncc(Br)c2)c1 | -2.6% | 2.3% | -3.0% | -5.0% | -8.8% | -5.6% | / | 1.9% | -1.3% | 0.0% | 2.0%
O=C(NCCSc1c[nH]c2ccccc12)C1CC1 | 1.1% | -3.7% | -37.9% | 2.3% | 9.9% | 3.9% | ? | -1.7% | -4.1% | 5.6% | -0.3%
CCCCNC(=O)c1cn(CC)c2ccc(S(=O)(=O)N3CCCCCC3)cc2c1=O | -11.3% | 8.3% | -1.0% | -2.7% | -19.0% | -3.6% | ? | -9.1% | -0.5% | -17.4% | 0.0%
COC(=O)C(C(=O)Nc1cccc(Cl)c1C)C1CCCC1 (configuration not stated) | 1.1% | -15.8% | -10.6% | -0.8% | 1.9% | -2.2% | 0.5 | -2.9% | -1.0% | 18.4% | 0.0%
CN(C)CCNc1ccc(-c2n[nH]c(=O)c3ccccc23)cc1[N+](=O)[O-] | -0.7% | 2.1% | 4.4% | -1.3% | 9.6% | -3.1% | 1.6 | -2.5% | 4.6% | -56.0%[inhibitor] | 0.1%
O=c1[nH]c(Cc2cccs2)nc2ccccc12 | -1.4% | / | -3.3% | -3.2% | -10.8% | -2.4% | -0.9 | 2.8% | 2.4% | 19.4% | 0.1%
Cc1ccc(S(=O)(=O)N2CCOCC2)cc1C(=O)N1CC(C)OC(C)C1 (configuration not stated) | 5.8% | 3.2% | -10.5% | -2.8% | -7.4% | 8.1% | -4.8 | -0.9% | 0.2% | -1.8% | -0.3%
CCOC(=O)N1CCC(NC(=O)c2cc(C(=O)NC3CCN(Cc4ccccc4)CC3)ccc2CO)CC1 | 1.7% | -1.4% | -5.2% | -5.4% | -1.1% | -3.3% | 1.3 | 0.2% | -3.2% | 9.9% | -0.1%
Cc1nnc(NC(=O)CSc2nc(C3CCCCC3)nc3ccccc23)s1 | 2.8% | -0.9% | 7.5% | 1.7% | -4.1% | 5.3% | -0.8 | 1.7% | 0.6% | -38.7% | 0.2%
CCCCNC1=C(Br)C(=O)CC(C)(C)C1 | 0.1% | -6.0% | -3.9% | -2.1% | -29.5% | 24.2% | 1.7 | ? | 4.3% | 25.4% | -0.2%
CC1=C(C)CC(C(=O)Nc2nc(-c3ccc(F)cc3)c(C)s2)C(C(=O)O)C1 (configuration not stated) | -0.2% | 1.0% | -3.0% | -2.4% | 9.5% | -10.1% | 1.5 | -2.3% | -0.7% | -14.9% | -1.9%
C[C@H](NC(=O)c1cc2cc(Cl)ccc2n1C)C(=O)N1CCC[C@H]1C(=O)O | 2.9% | -2.6% | -12.3% | -0.4% | 5.5% | 9.7% | -0.4 | 1.0% | 2.7% | 2.0% | -0.5%
Cc1ccccc1N1CCN(C(=O)c2ccccc2NC(=O)/C=C\C(=O)O)CC1 | 0.4% | -0.4% | 7.3% | -0.8% | 0.0% | -2.9% | 4.3 | -2.9% | 1.6% | 21.6% | -0.5%
Cc1cccc(OCC(=O)Nc2cc(S(=O)(=O)N3CCCCC3)ccc2N2CCN(C)CC2)c1 | 3.4% | 9.1% | 2.0% | -2.5% | -15.8% | -3.1% | 16.7 | -4.9% | -17.4% | -36.2% | 0.0%
Cc1ccc(C)c(OCC(O)CN2CCC(C)CC2)c1C (configuration not stated) | 0.4% | -1.4% | 6.7%[15.4 µM] | 0.0% | -17.7% | 1.4% | 0.0 | -3.9% | 0.0% | -11.3% | -0.3%
CC(NC(=O)c1nn(C)c(=O)c2ccccc12)c1ccc(F)cc1 (configuration not stated) | -1.0% | -3.7% | -4.6% | -8.7% | -8.9% | -4.9% | 0.4 | -2.3% | 0.1% | -26.6% | -0.3%
O=C(c1cccc2ccccc12)N1CCN(c2ccc([N+](=O)[O-])c(N3CCOCC3)c2)CC1 | -8.0% | -8.1% | 6.7% | -5.8% | -49.4% | -22.2% | 1.2 | -3.5% | 0.2% | 3.9% | -0.4%
O=C(COc1ccccc1)N1CCN(c2ncnc3c2cnn3-c2ccccc2)CC1 | -4.9% | 4.6% | 0.9% | 0.5% | -8.7% | -12.7% | 3.0 | -2.1% | -2.2% | -23.0% | -0.3%
CC(=O)c1cc(Cl)ccc1OCc1cccc(S(=O)(=O)N2CCOCC2)c1 | 0.0% | -4.6% | 0.8% | -1.5% | -23.8% | -5.3% | 19.1 | -3.9% | 2.9% | -15.2% | 0.0%
O=C(Nc1cc(S(=O)(=O)Nc2ccccc2Cl)ccc1O)c1sc2cc(Cl)ccc2c1Cl | -1.6% | 1.4% | 3.0% | -0.7% | -1.6% | 11.6% | 2.9 | -0.6% | 0.9% | -15.1% | -0.3%
O=C(O)c1ccc(S(=O)(=O)c2ccc3c(c2)C(=O)N(NC(=O)c2ccncc2)C3=O)cc1 | 2.0% | 3.8% | -0.4% | -7.0% | -12.4% | 3.5% | ? | -1.1% | 0.7% | 7.2% | -0.7%
